Screening data (PubChem BioAssay)
12-LOX inh: Primary qHTS assay for inhibitors of human arachidonate 12S-lipoxygenase (ALOX12): Round 2 | Potency, µM (top dose mostly 108 µM), for inactives: at the top dose activity change, negative = inhibition, hits mostly inhibitors | AID 1671190, 2021 | 580,000 tested, 1.1% active | Polyunsaturated fatty acid lipoxygenase ALOX12 (Homo sapiens), P18054 | purified 12hLO, xylenol orange hydroperoxide absorbance; active = well fitted inhibition curve with a large enough effect; inconclusive = small, poorly fitted or top-dose-only effect, or another doubt; inactive = no such curve, though single readings can be large or run the other way
Target sequence (P18054 whole entry, looked up): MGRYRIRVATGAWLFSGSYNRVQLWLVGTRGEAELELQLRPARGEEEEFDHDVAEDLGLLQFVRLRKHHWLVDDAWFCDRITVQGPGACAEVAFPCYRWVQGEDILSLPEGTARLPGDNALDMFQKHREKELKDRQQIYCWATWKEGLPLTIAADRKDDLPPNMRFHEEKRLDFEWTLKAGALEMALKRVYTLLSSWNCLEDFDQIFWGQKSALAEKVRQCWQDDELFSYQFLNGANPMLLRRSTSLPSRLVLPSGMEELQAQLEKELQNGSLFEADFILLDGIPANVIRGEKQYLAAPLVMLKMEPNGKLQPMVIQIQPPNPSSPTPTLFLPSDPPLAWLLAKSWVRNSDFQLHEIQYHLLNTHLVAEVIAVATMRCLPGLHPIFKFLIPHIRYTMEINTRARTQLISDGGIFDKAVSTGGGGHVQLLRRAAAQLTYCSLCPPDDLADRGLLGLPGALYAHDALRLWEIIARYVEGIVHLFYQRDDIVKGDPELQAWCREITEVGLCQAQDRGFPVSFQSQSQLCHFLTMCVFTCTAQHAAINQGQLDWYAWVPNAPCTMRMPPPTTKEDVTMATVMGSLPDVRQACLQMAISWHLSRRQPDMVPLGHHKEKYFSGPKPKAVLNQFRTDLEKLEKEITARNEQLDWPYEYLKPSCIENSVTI
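Purified human 12hLO (150 nM final) in 25 mM Hepes, 0.01% Triton X-100, pH 7.0 was preincubated 15 min at room temperature with compound. Then 40 uM arachidonic acid was added, 30 min. Hydroperoxide was read by Fe-XO absorbance ratio 573/405 nm.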
Numbers without * were called inactive; ? = inconclusive; [ ] = remark or other dose. % is set by controls: 0 for no effect and ±100 for the full control effect; potency is the fitted concentration of half-maximal effect. These rows are one share of the data, so the mix of outcomes need not match the whole.

SMILES	12-LOX inh
COc1ccc(C(=O)N2C=Cc3ccccc3C2C#N)cc1 (stereo not given)	0%
Cc1oc2cc(OC(=O)c3cccs3)ccc2c(=O)c1-c1ccccc1	?
COc1ccc(C(=O)C(C)Sc2nncn2-c2ccccc2OC)cc1 (stereo not given)	?
Cn1c(=O)c2c(nc(NCc3ccccc3)n2Cc2ccc(Br)cc2)n(C)c1=O	65%
CC(C)(C)C(=O)N1CCC2(CC1)CC(c1ccccc1)C(=O)N(C1CC1)C2 (stereo not given)	46%[activator]
Cn1nc(C(=O)N2CC[C@H]3C(=O)NCCCCCCN(Cc4ccncc4)[C@@H]3C2)c2ccccc21	93%[activator]
O=C1NC2(CCN([S+](=O)([O-])c3cccs3)C2)Oc2ccccc21 (stereo not given)	11%
CCCCn1c(=O)[nH]c(=O)c2c1nc(-c1ccc(OC)c(C)c1)n2C	1%
CC1=CCCC(C)(C)C1/C=C/C(C)=N\NC(=S)Nc1cccnc1 (stereo not given)	?
CCOc1ccc(NC(=O)c2cnn(-c3ccc(C)cc3)c2-n2cccc2)cc1	?
CC1(C)[C@H](Cc2cc(CN3CCCCC3)on2)C[C@@H]1NC(=O)c1ccccc1	0%[176 µM]
CC(=O)c1ccc(N2CCN(C(=O)c3csc(-c4ccc(C(C)C)cc4)n3)CC2)cc1	72%[activator]
OCC(O)CNc1nccc(C2(c3ccccc3Cl)CCNCC2)n1 (stereo not given)	9%
COC(=O)c1ccc2c3c(cccc13)CC2	13%
O=C(c1ccccc1)c1ccccc1NC(=O)c1cc2ccccc2oc1=O	6%
CCOC(=O)C1=CCN(S(=O)(=O)c2ccccc2C)C1c1cccc(Cl)c1 (stereo not given)	-5%
COc1ccc(CN2CCOc3ccc(CN4CCN(CCO)CC4)cc3C2)c2ccccc12	2%
CN1C(=O)c2cccn2CC1CNS(=O)(=O)Cc1ccccc1F (stereo not given)	43%[activator]
O=C(NNC(=O)c1ccco1)c1ccco1	3%
CN(C)CCCOC(=O)COc1ccccc1	-13%
CCNC(=O)NC(=O)C(C)Sc1nc(-c2ccccc2)c(-c2ccccc2)o1 (stereo not given)	?
O=C(NCCc1ccc(Cl)cc1)c1cc(-c2cccc(C(F)(F)F)c2)c2nncn2n1	2%[6.33 µM]
CCOc1ccccc1C1NC(=O)N(CC(=O)Nc2ccccc2OC)C2=C1C(=O)OC2 (stereo not given)	-6%
Cc1nc2ccc(Cl)cc2cc1C(=O)NC(C)c1ccccc1 (stereo not given)	?
O=S(=O)(c1ccc(OC(F)(F)F)cc1)N1CCN(Cc2ncc(-c3ccccc3)o2)CC1	-3%
O=C(CSc1nc2cc(Cl)ccc2s1)NCCc1ccc(F)cc1	48%
COC(=O)C1CCCCN1Cc1ccc2c(c1)CN(C(=O)c1csc(-c3cccs3)n1)CCO2 (stereo not given)	29%
CNC(C)c1ccco1 (stereo not given)	?
CCCCN(C)C(=O)c1ccc(Nc2nc(C(N)COCc3ccccc3)cs2)nc1 (stereo not given)	?
O=C(NCCc1ccco1)C1c2ccccc2C(=O)N(Cc2ccccc2)C12CCCC2 (stereo not given)	-29%
O=C(c1c(OCC2CC2)cc(=O)n2c1CCOCC2)N1CCN(c2ncccn2)CC1	51%[activator]
CC(C)Cn1nc(C(=O)N2CCCC2c2ccc3c(c2)OCCCO3)c2ccccc2c1=O (stereo not given)	10%
C=CCc1ccccc1OCc1ccc(C(=O)O)cc1	3%
CCOc1ccc(-c2cc3c(=O)n(CCNC(=O)c4ccc(OC)c(F)c4)ccn3n2)cc1	1%
CCC(C)(C)C1CCC(=NNC(=S)Nc2ccccc2C(F)(F)F)CC1 (stereo not given)	-98%
Cc1cc(C)n(CCC(=O)N[C@@H]2CN(Cc3ccccc3)C[C@H]2CN(C)C)n1	58%[activator]
O=C(N=C(c1ccccc1)c1ccccc1)c1ccco1	-14%
CCc1ccc(N2C=C(C(=O)OC)C(c3ccc(OC)cc3)C(C#N)=C2N)cc1 (stereo not given)	-1%
Cc1ccc(C)c(-c2cc3c(=O)n(CCNC(=O)c4cccs4)ccn3n2)c1	21%
O=C1Nc2ccccc2CC12CN(CC1CCOCC1)C2	13%[12.5 µM]
Cc1ccccc1/C=C1\Oc2cc(OS(C)(=O)=O)ccc2C1=O	?
CN(C)C(=O)c1cccc(NCC(=O)NC(=O)NCc2ccccc2)c1	-24%
COc1ccccc1N1CCN(C(=S)NC(=O)c2ccc([N+](=O)[O-])cc2)CC1	-10%
COCc1[nH]nc2c1C(c1ccc(F)cc1)N(c1ccccc1)C2=O (stereo not given)	-12%
Cc1ccc(Cl)cc1NC(=O)N[C@H](C)C(=O)O	-24%
Cc1nn(-c2nc3c(c(=O)[nH]c(=O)n3C)n2Cc2ccccc2Cl)c(C)c1C	26%
COc1ccc(C(=O)N2CCC3(CC2)NC(=O)N(Cc2cccc(Cl)c2)C3=O)cc1	4%
CC(C)c1ccc([S+](=O)([O-])c2nnn3c2nc(NC2CC2)c2ccccc23)cc1	6%[6.33 µM]

Part of the list above, in CSV form:
SMILES,12-LOX inh
Cc1ccc(C)c(-c2cc3c(=O)n(CCNC(=O)c4cccs4)ccn3n2)c1,21%
O=C1Nc2ccccc2CC12CN(CC1CCOCC1)C2,13%[12.5 µM]

Next section:
SMILES	12-LOX inh
CCC(C)C(=O)Nc1cc(S(=O)(=O)N(CC)CC)ccc1N1CCOCC1 (stereo not given)	-1%
O=C(NCc1ccccn1)c1ccsc1	-8%
CC1=NS(=O)(=O)N(Cc2ccccc2)C=C1C(=O)OCc1nc(-c2cccs2)no1	11%
CC1(C)CC(=O)C2=C(C1)Nc1[nH]n(-c3ccccc3)c(=O)c1C2c1ccc(Br)cc1 (stereo not given)	-30%
Cn1cccc1CN1CCC2(C1)C(=O)N(Cc1ccccc1)c1ccccc12 (stereo not given)	-7%
CC(C)(CNC(=O)c1ccccc1)CNC(=O)c1ccccc1	3%
CNC(=O)CCNC(=O)c1cc(-c2ccc(OC)cc2)nc2ccccc12	2%
COc1cccc(NC(=O)c2ccc3c(c2)C(O)CCCCCN3C)c1 (stereo not given)	22%
C=CCCC(=O)N1CCC2(CCCN(Cc3cccc(F)c3F)C2=O)C1 (stereo not given)	57%[activator]
COC(=O)c1ccc(OC(=O)c2ccc(SC)cc2OC)cc1	-38%
Cc1cc(N2CCC(NC(=O)c3ccc4nc[nH]c4c3)C2=O)ccc1F (stereo not given)	54%[activator]
COc1ccc(-c2nc(C)nc3c2CCN(CCC(C)C)CC3)cc1	30%[activator]
Cc1nn(CCC(=O)Nc2ccc(Cl)cc2F)c(=O)c(C#N)c1C	?
Cc1ccc(C2CC(=O)C3=C(C2)OC(N)=C(C#N)C3c2ccc(Cl)c(Cl)c2)cc1 (stereo not given)	40µM*
COc1cc(COC(=O)c2c(OC)cccc2OC)ccc1OC(F)F	8%
O=C1NCCCCCCN(C(=O)Nc2ccccc2F)[C@H]2CCC[C@@H]12	24%
Cc1[nH]cnc1-c1nccn1CCCNc1cccnc1	169%[activator]
COc1ccc(Cl)cc1NC(=O)Cn1c(=O)cc(C(=O)N2CCCC2)c2ccccc21	?
CC(=O)Nc1ccc(N2CCOCC2)c(S(=O)(=O)Nc2ccccc2Cl)c1	-14%
NC(=O)CN1CCCC(C(=O)N2CCC(O)(c3cccnc3)CC2)C1 (stereo not given)	35%[activator]
CC(C)CCNC(=O)C1Cn2cccc2C(=O)N1CC(C)C (stereo not given)	9%
CC1=NOC2(CCCN(C(=O)Cc3ccccc3)C2)C1 (stereo not given)	4%[12.5 µM]
CC(=O)Nc1cc(-c2ccc(N(C)C)cc2)cn2c(-c3ccc(F)c(Cl)c3)cnc12	?
CCCC(=O)OC[C@H]1CN(C2CCCC2)S(=O)(=O)c2c(F)cccc2O1	-8%

Reprinted from the results shown, 15 compounds:
SMILES	12-LOX inh
COC(=O)c1ccc(OC(=O)c2ccc(SC)cc2OC)cc1	-38%
Cc1cc(N2CCC(NC(=O)c3ccc4nc[nH]c4c3)C2=O)ccc1F (stereo not given)	54%[activator]
COc1ccc(-c2nc(C)nc3c2CCN(CCC(C)C)CC3)cc1	30%[activator]
Cc1nn(CCC(=O)Nc2ccc(Cl)cc2F)c(=O)c(C#N)c1C	?
Cc1ccc(C2CC(=O)C3=C(C2)OC(N)=C(C#N)C3c2ccc(Cl)c(Cl)c2)cc1 (stereo not given)	40µM*
COc1cc(COC(=O)c2c(OC)cccc2OC)ccc1OC(F)F	8%
O=C1NCCCCCCN(C(=O)Nc2ccccc2F)[C@H]2CCC[C@@H]12	24%
Cc1[nH]cnc1-c1nccn1CCCNc1cccnc1	169%[activator]
COc1ccc(Cl)cc1NC(=O)Cn1c(=O)cc(C(=O)N2CCCC2)c2ccccc21	?
CC(=O)Nc1ccc(N2CCOCC2)c(S(=O)(=O)Nc2ccccc2Cl)c1	-14%
NC(=O)CN1CCCC(C(=O)N2CCC(O)(c3cccnc3)CC2)C1 (stereo not given)	35%[activator]
CC(C)CCNC(=O)C1Cn2cccc2C(=O)N1CC(C)C (stereo not given)	9%
CC1=NOC2(CCCN(C(=O)Cc3ccccc3)C2)C1 (stereo not given)	4%[12.5 µM]
CC(=O)Nc1cc(-c2ccc(N(C)C)cc2)cn2c(-c3ccc(F)c(Cl)c3)cnc12	?
CCCC(=O)OC[C@H]1CN(C2CCCC2)S(=O)(=O)c2c(F)cccc2O1	-8%

Following part.
SMILES	12-LOX inh
CCN1C(=O)COC[C@@H]1[C@H](O)c1ccc(NC(=O)c2ccnc(Cl)c2)cc1	16%[176 µM]
CCc1cccc(NC(=O)CCn2ccn3nc4c(c3c2=O)CCCC4)c1	37%[activator]
Cc1ccc(-c2noc([C@@H]3C[C@H](NS(=O)(=O)c4ccc(Cl)cc4)CN3C)n2)cc1	?
CNC(=O)N1CCCC1c1nc(C2CN(C(=O)c3cnccn3)C2)no1 (stereo not given)	36%
CCOc1cc(/C=C2/NC(=O)NC2=O)cc(Br)c1OCc1cccc(C(=O)O)c1	?
O=C(CCc1ncc(-c2ccccc2)o1)Nc1ccc(O)c2ccccc12	?
CC(C)(C)c1ccc(OCC(=O)N(Cc2nc3ccccc3c(=O)[nH]2)CC2CCCO2)cc1 (stereo not given)	6%
O=C(NCc1cccc(F)c1)C1CC(c2ccccc2)CN(C(=O)c2ccc(F)cc2)C1 (stereo not given)	21%
CC(C)NC(=O)Cc1ccc(N(Cc2ccc(F)cc2)C(=O)c2ccco2)cc1	14%
COc1ccccc1/C=C/C(=O)N[C@@H]1C[C@H]2CC[C@@H]1C2	-8%
O=c1c2c(n(Cc3cccnc3)n1-c1ccccc1)CN(CC1CCOC1)CC2 (stereo not given)	?
CCCCc1c(-c2ccccc2OC)ncn1CCc1ccc(OC)cc1	-10%
COC(=O)c1ccccc1N=NNc1ccc([N+](=O)[O-])cc1	-11%
Cc1ccc(-n2c(C3CCN(C(=O)c4ccc(OC(F)(F)F)cc4)CC3)n[nH]c2=O)cc1	7%
CCCNc1nc2ccccc2nc1C(=O)Nc1ccc(C)c(C)c1	18%
COc1ccc(NC(=O)C2CC(c3ccc(OC)c(OC)c3)=NO2)cc1 (stereo not given)	-9%
Cc1cc(=O)[nH]c(NCCNC(=O)c2cccc(CCC(C)(C)O)c2)n1	14%
CCCCC(CC)C(=O)Nc1sc2c(c1C#N)CCCC2 (stereo not given)	?
CNc1ncnc2c1ncn2[C@H]1CN(Cc2ccncc2)C[C@@H](CO)O1	-9%
CCN(CC)S(=O)(=O)c1ccc2cc(OC)ccc2c1	-20%
CC1CCc2cc(F)ccc2N1C(=S)NC1CC1 (stereo not given)	-23%
CCN1CCN(CC(=O)c2c(C)[nH]c3cc(C)ccc23)CC1	?
CCc1noc(-c2cccn3c(CNC(=O)CCc4cccc(OC)c4)nnc23)n1	83%[activator]
CC(C)C(CC(=O)O)c1ccc(Cl)cc1 (stereo not given)	-21%
OC1c2c(F)cccc2N=C2CCCCCN21 (stereo not given)	2%
O=[S+]([O-])(c1ccccc1)N1CC(Oc2ccc3c(c2)OCO3)C1	?
COc1cc(/C=C/c2ccc3cccc(O)c3n2)ccc1OC(C)=O	-22%
CN(C)C(=O)c1ccc(-c2cc3cnc(Nc4ccccc4Cl)cc3[nH]2)cc1	6%
O=C(c1ccccc1)N1CCC(Oc2cccc(F)c2)C1 (stereo not given)	-1%
Cc1cccc(C(=O)NCCSC(F)(F)F)n1	45%[activator]
Cc1ccc(NC(=O)c2ccc(CSc3ccc(Cl)cc3)cc2)cc1C	-6%
Cc1noc2ncnc(N3CCC4(CC3)CC(c3ccccc3)CN(C)C4)c12 (stereo not given)	29%
O=C(Nc1ccccc1C(=O)OCC(=O)C12CC3CC(CC(C3)C1)C2)c1ccc([N+](=O)[O-])cc1Cl	28%
COc1ccc(-c2cn3cc(C(=O)NCCO)nc3c(=O)n2CC2CC2)c(F)c1	6%
Cc1ccc(C(=O)N2CC3(C2)C(=O)Nc2ccccc23)cc1	2%[12.5 µM]
Cc1cccc(C)c1NC(=O)Cn1ccn2nc3c(c2c1=O)CCCCC3	?
NS(=O)(=O)c1ccc(NN=C2c3ccccc3-c3ccccc32)c([N+](=O)[O-])c1	?
CC1=C[C@@H](CNC(=O)c2ccccn2)[C@H](C(C)C)C[C@H]1Cc1nnc(-c2ccncc2)o1	0%[176 µM]
CN(Cc1ccccc1)Cc1nnc(C(=O)N2CCC[C@@H]2c2cccc(F)c2)n1-c1ccccc1	80%[activator]
CCN(CC)C(=O)c1cccc(-c2csc(C(O)c3ccc(F)cc3)n2)c1 (stereo not given)	17%
Cc1ccc(-n2nnnc2SCC(=O)N2CCN(CC(=O)N3CCCC3)CC2)cc1C	5%
COc1cccc(S(=O)(=O)N2CCCC(Cc3nncn3CC3CC3)C2)c1 (stereo not given)	19%
Cc1ccc(NC(=O)NC(=O)C(C)Cl)c(C)c1 (stereo not given)	?
